eLon inh: inhibits E. coli Lon protease | P0A9M0 | purified E. coli Lon protease, fluorescence polarization | inhibition, % at 7.94 µM | hit rate 0.42% among 360,000 | AID 602123; in the data active = inhibition above about 13%, passing the limit was not always enough;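 note: 0% = enzyme with probe and DMSO and 100% = no enzyme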
bovine MsrA act: activates bovine MsrA enzyme; purified bovine MsrA, absorbance read-out; hit rate 0.3% among 360,000; activation, % at 10.6 µM; in the data active = activation above about 7.5%;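 note: 0% = vehicle and 100% = reference activator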
FAS TE block: blocks the thioesterase domain of human fatty acid synthase; P49327; recombinant FAS-TE, OMFH fluorogenic substrate, fluorescence endpoint; inhibition, % at 15 µM; hit rate 0.67% among 360,000; AID 602261;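 active = compounds whose normalised, plate-corrected inhibition of enzyme fluorescence in the single-dose primary screen is 50% or more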;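 note: 0% = DMSO with enzyme and 100% = substrate without enzyme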
Neddyl block: blocks human cullin neddylation; P61081+Q13564; TR-FRET cullin neddylation, biochemical; calls only at 25 µM; hit rate 0.58% among 360,000; in the data active = inhibition above about 36%
Target sequence (P61081 whole entry, looked up): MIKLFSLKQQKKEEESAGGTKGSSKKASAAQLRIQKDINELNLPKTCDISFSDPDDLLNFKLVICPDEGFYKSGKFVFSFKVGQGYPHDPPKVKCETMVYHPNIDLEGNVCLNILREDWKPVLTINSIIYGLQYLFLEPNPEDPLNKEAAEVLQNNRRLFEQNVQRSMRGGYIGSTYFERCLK
Target sequence (Q13564 whole entry, looked up): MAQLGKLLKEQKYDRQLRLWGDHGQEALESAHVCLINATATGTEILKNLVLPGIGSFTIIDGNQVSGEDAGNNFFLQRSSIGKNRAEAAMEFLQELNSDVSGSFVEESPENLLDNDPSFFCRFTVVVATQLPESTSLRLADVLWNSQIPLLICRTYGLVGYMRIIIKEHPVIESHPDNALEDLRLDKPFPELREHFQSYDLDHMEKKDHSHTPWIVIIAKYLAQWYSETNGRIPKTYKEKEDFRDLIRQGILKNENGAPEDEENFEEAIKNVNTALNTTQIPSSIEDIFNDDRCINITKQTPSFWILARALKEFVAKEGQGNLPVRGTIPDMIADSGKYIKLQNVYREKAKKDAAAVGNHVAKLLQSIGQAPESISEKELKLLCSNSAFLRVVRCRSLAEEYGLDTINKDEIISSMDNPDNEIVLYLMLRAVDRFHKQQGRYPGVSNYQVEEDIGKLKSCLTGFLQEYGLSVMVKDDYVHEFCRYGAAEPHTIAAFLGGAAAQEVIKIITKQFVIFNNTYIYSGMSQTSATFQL
PABP1 MLLE inh: inhibitors of microRNA-mediated deadenylation, human PABP1 MLLE binding | AID 588489 | P11940 | GST-MLLE / FITC-PAM2 fluorescence polarization | hit rate 0.36% among 360,000 | inhibition, % at 20 µM; in the data active = inhibition above about 35%, passing the limit was not always enough;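 note: plate controls were DMSO wells with GST-MLLE for no effect and wells lacking GST-MLLE protein for full effect; some results filed as inactive read as strong as hits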
Rin1-Abl PPI inh: inhibitors of human Rin1-Abl protein interaction; P00519+Q13671; TR-FRET Rin1/Abl binding, biochemical; inhibition, % at 7.35 µM; hit rate 0.4% among 360,000; in the data active = inhibition above about 5%, passing the limit was not always enough
SKN-1 inh: C. elegans SKN-1 inhibition; inhibition, % at 21.8 µM; hit rate 0.49% among 360,000; C. elegans VP596 Pgst-4::GFP/RFP ratio, acrylamide-induced, 24 h; AID 624304;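 active = interference check ratio from 0.5 to 1.5 plus GFP to RFP signal ratio inhibition reaching or exceeding a fixed threshold, cut at about 30% in these data, passing the limit was not always enough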; note: some compounds called inactive have numbers as strong as hits
MT1-MMP act inh: MT1-MMP (human) activation inhibition; P50281; HT1080 RFP-PRO-GFP cells, GFP/RFP ratio fluorescence, overnight; percent of plate control window, DMSO zero; GFP/RFP ratio change, % at 20 µM; hit rate 0.061% among 360,000;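 active = GFP/RFP ratio change of at least 30% with cell ATP level not reduced by more than half and red fluorescence within 50% of control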; note: strong numbers were not always called active
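Assay system – RFP-PRO-GFP reporter HT1080 cells · Compound dosing – single dose of 20 µM compound, 1% DMSO final · Incubation – overnight compound exposure at 37 °C · Measure – GFP/RFP fluorescence ratio · Benchmarks – DMSO wells and RFP-L50D-GFP cells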
NRP1-CendR mod: alters CendR peptide binding to human NRP-1 | FAM-RPARPAR peptide binding to NRP-1, fluorescence polarization | inhibition, % at 25 µM | hit rate 0.85% among 360,000 | AID 602438;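 active = inhibition or corrected inhibition above about 18%, plus a signal ratio from 0.5 to 1.5, limit read from the data, passing the limit was not always enough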; note: strong numbers were not always called active
Starred values were filed as active, the others as inactive.

For COc1ccc(NC(=O)C(Cc2cc(C)cc(C)c2)C(C)C(=O)O)cc1 (centres undefined) the results were eLon inh -1, bovine MsrA act -2, FAS TE block -3, Neddyl block inactive, PABP1 MLLE inh -15, Rin1-Abl PPI inh 1, SKN-1 inh 0, MT1-MMP act inh 3 and NRP1-CendR mod 3.
Screening C[C@H]1CN([C@@H](C)CO)C(=O)c2cc(NS(=O)(=O)c3ccc(Cl)cc3)ccc2O[C@@H]1CN(C)CC1CCCCC1 returned eLon inh -14, bovine MsrA act 0, FAS TE block 5, Neddyl block inactive, PABP1 MLLE inh -7, Rin1-Abl PPI inh 7, SKN-1 inh 5, MT1-MMP act inh -2 and NRP1-CendR mod 6.
O=C(/C=C/c1ccc([N+](=O)[O-])o1)NNC(=O)c1ccc(F)cc1 was read as eLon inh -8, bovine MsrA act 3, FAS TE block 3, Neddyl block inactive, PABP1 MLLE inh -12, Rin1-Abl PPI inh 2, SKN-1 inh 0, MT1-MMP act inh -22 and NRP1-CendR mod -22.
`Cc1ccc(SCC(=O)Nc2cccnc2)cc1` gave eLon inh 0, bovine MsrA act -2, FAS TE block -6, Neddyl block inactive, PABP1 MLLE inh 15, Rin1-Abl PPI inh 2, SKN-1 inh 13, MT1-MMP act inh 1 and NRP1-CendR mod 7.
COc1ccc(CC(=O)N2CCN(c3cccc(C)c3C)CC2)cc1 was read as eLon inh -4, bovine MsrA act 0, FAS TE block 11, Neddyl block inactive, PABP1 MLLE inh 17, Rin1-Abl PPI inh 0, SKN-1 inh -2, MT1-MMP act inh 0 and NRP1-CendR mod 0.
Screening C=CCn1c(SCC(=O)N(CC)CC)nc(O)cc1=O returned eLon inh -4, bovine MsrA act -4, FAS TE block -2, Neddyl block inactive, PABP1 MLLE inh 13, Rin1-Abl PPI inh 1, SKN-1 inh 7, MT1-MMP act inh 4 and NRP1-CendR mod -10.
CCCCNc1nc2c(c(=O)[nH]c(=O)n2C)n1CCCc1ccccc1 was read as eLon inh 7, bovine MsrA act -2, FAS TE block -4, Neddyl block inactive, PABP1 MLLE inh 4, Rin1-Abl PPI inh 0, SKN-1 inh 13, MT1-MMP act inh 8 and NRP1-CendR mod 2.
CC(C)(C)C1CCc2c(C(=O)NNC(=O)/C=C/C(=O)O)csc2C1 (centres undefined) was read as eLon inh -2, bovine MsrA act -2, FAS TE block -8, Neddyl block inactive, PABP1 MLLE inh -3, Rin1-Abl PPI inh -1, SKN-1 inh -2, MT1-MMP act inh 2 and NRP1-CendR mod 1.
Screening COc1cccc(N2CCN(C(=S)Nc3ccc(F)cc3)CC2)c1 returned eLon inh 7, bovine MsrA act -2, FAS TE block -6, Neddyl block inactive, PABP1 MLLE inh -109, Rin1-Abl PPI inh 0, SKN-1 inh -4, MT1-MMP act inh 2 and NRP1-CendR mod -6.
CCCn1nc(C(=O)Nc2cccc(S(=O)(=O)N(C)c3ccccc3)c2)c2ccccc2c1=O was read as eLon inh 4, bovine MsrA act -13, FAS TE block 27, Neddyl block inactive, PABP1 MLLE inh -2, Rin1-Abl PPI inh -3, SKN-1 inh -1, MT1-MMP act inh 4 and NRP1-CendR mod -8.
For Cc1ccc(OCC(=O)Nn2cnnc2)c(Br)c1 the results were eLon inh 6, bovine MsrA act -1, FAS TE block -4, Neddyl block inactive, PABP1 MLLE inh 4, Rin1-Abl PPI inh 3, SKN-1 inh 3, MT1-MMP act inh 3 and NRP1-CendR mod -11.
Screening CCNc1nc(NC(C)C)nc(Oc2ccc(OCCOc3ccccc3)nn2)n1 returned eLon inh -3, bovine MsrA act -9, FAS TE block -8, Neddyl block inactive, PABP1 MLLE inh 4, Rin1-Abl PPI inh 1, SKN-1 inh -10, MT1-MMP act inh 10 and NRP1-CendR mod 6.
Screening CCOC(=O)c1[nH]c(C(=O)O)c(CCC(=O)OC)c1C returned eLon inh 0, bovine MsrA act -9, FAS TE block -5, Neddyl block inactive, PABP1 MLLE inh 7, Rin1-Abl PPI inh -4, SKN-1 inh 2, MT1-MMP act inh -5 and NRP1-CendR mod 1.
`COc1ccc(-n2c(COc3cccc4cccnc34)nnc2SCC(=O)O)cc1` gave eLon inh -3, bovine MsrA act 2, FAS TE block -4, Neddyl block inactive, PABP1 MLLE inh -31, Rin1-Abl PPI inh 1, SKN-1 inh 2, MT1-MMP act inh -1 and NRP1-CendR mod 8.
COCC(=O)N(C)C1(c2nnnn2CCOC(=O)Nc2cccc3ccccc23)CCCC1 was read as eLon inh -2, bovine MsrA act -1, FAS TE block -2, Neddyl block inactive, PABP1 MLLE inh 2, Rin1-Abl PPI inh 2, SKN-1 inh 4, MT1-MMP act inh 4 and NRP1-CendR mod 0.
`C/C(CC(=O)NC12CC3CC(CC(C3)C1)C2)=N\NC(=O)c1ccc(F)cc1` gave eLon inh 12, bovine MsrA act -2, FAS TE block 1, Neddyl block inactive, PABP1 MLLE inh 7, Rin1-Abl PPI inh 0, SKN-1 inh -9, MT1-MMP act inh -1 and NRP1-CendR mod -1.
For O=C(NCCC1=CCCCC1)C1CCN(C(=O)c2ccc(Cl)cc2)CC1 the results were eLon inh -8, bovine MsrA act 0, FAS TE block 19, Neddyl block inactive, PABP1 MLLE inh -6, Rin1-Abl PPI inh 3, SKN-1 inh 7, MT1-MMP act inh -1 and NRP1-CendR mod 4.
`COc1ccc(N(CC(C)C)S(=O)(=O)c2nnc(NC(=O)c3ccco3)s2)cc1` gave eLon inh -4, bovine MsrA act -8, FAS TE block 2, Neddyl block inactive, PABP1 MLLE inh -4, Rin1-Abl PPI inh -2, SKN-1 inh -5, MT1-MMP act inh 6 and NRP1-CendR mod -4.
`COC(=O)c1sc(N2C(=O)C(O)=C(C(=O)c3ccc(C)o3)C2c2cc(OC)ccc2OC)nc1C` (centres undefined) gave eLon inh -7, bovine MsrA act -2, FAS TE block 2, Neddyl block inactive, PABP1 MLLE inh -33, Rin1-Abl PPI inh 1, SKN-1 inh 13, MT1-MMP act inh 2 and NRP1-CendR mod -20.
Screening CC1CCCN(C(=S)Nc2ccc(Nc3ccccc3)cc2)C1 (centres undefined) returned eLon inh 2, bovine MsrA act -3, FAS TE block 14, Neddyl block inactive, PABP1 MLLE inh -90, Rin1-Abl PPI inh 2, SKN-1 inh -2, MT1-MMP act inh 7 and NRP1-CendR mod 4.

Reprinted from the results shown, 3 compounds:
For COc1ccc(NC(=O)C(Cc2cc(C)cc(C)c2)C(C)C(=O)O)cc1 (centres undefined) the results were eLon inh -1, bovine MsrA act -2, FAS TE block -3, Neddyl block inactive, PABP1 MLLE inh -15, Rin1-Abl PPI inh 1, SKN-1 inh 0, MT1-MMP act inh 3 and NRP1-CendR mod 3.
Screening C[C@H]1CN([C@@H](C)CO)C(=O)c2cc(NS(=O)(=O)c3ccc(Cl)cc3)ccc2O[C@@H]1CN(C)CC1CCCCC1 returned eLon inh -14, bovine MsrA act 0, FAS TE block 5, Neddyl block inactive, PABP1 MLLE inh -7, Rin1-Abl PPI inh 7, SKN-1 inh 5, MT1-MMP act inh -2 and NRP1-CendR mod 6.
O=C(/C=C/c1ccc([N+](=O)[O-])o1)NNC(=O)c1ccc(F)cc1 was read as eLon inh -8, bovine MsrA act 3, FAS TE block 3, Neddyl block inactive, PABP1 MLLE inh -12, Rin1-Abl PPI inh 2, SKN-1 inh 0, MT1-MMP act inh -22 and NRP1-CendR mod -22.

Next results follow.
Screening O=c1[nH]cnc(O)c1N=Nc1ccccc1 returned eLon inh -11, bovine MsrA act 0, FAS TE block 0, Neddyl block inactive, PABP1 MLLE inh 0, Rin1-Abl PPI inh -5, SKN-1 inh 12, MT1-MMP act inh -2 and NRP1-CendR mod 8.
For O=C(CCN1CCOCC1)c1ccccc1 the results were eLon inh -11, bovine MsrA act -7, FAS TE block -11, Neddyl block inactive, PABP1 MLLE inh 30, Rin1-Abl PPI inh 4, SKN-1 inh 0, MT1-MMP act inh 1 and NRP1-CendR mod -4.
`O=C(O)c1sc2cccc(Cl)c2c1Cl` gave eLon inh -1, bovine MsrA act -1, FAS TE block 2, Neddyl block inactive, PABP1 MLLE inh 6, Rin1-Abl PPI inh -5, SKN-1 inh 4, MT1-MMP act inh -2 and NRP1-CendR mod 3.
O=C(CC1SC(N2CCOCC2)=NC1=O)Nc1ccc(Cl)cc1 (centres undefined) was read as eLon inh 3, bovine MsrA act 0, FAS TE block -8, Neddyl block inactive, PABP1 MLLE inh -3, Rin1-Abl PPI inh -2, SKN-1 inh 2, MT1-MMP act inh -1 and NRP1-CendR mod -13.
Screening O=C(c1ccccc1)c1coc2c1C(=O)c1ccccc1C2=O returned eLon inh 4, bovine MsrA act 8.2*, FAS TE block -1, Neddyl block inactive, PABP1 MLLE inh 15, Rin1-Abl PPI inh -2, SKN-1 inh 0, MT1-MMP act inh 1 and NRP1-CendR mod 13.
Screening CC1(C(=O)N/N=C/c2ccccc2)CC1(Br)Br (centres undefined) returned eLon inh 6, bovine MsrA act -3, FAS TE block -2, Neddyl block inactive, PABP1 MLLE inh -7, Rin1-Abl PPI inh -3, SKN-1 inh 12, MT1-MMP act inh -1 and NRP1-CendR mod 2.
Screening Cc1c(OCC(F)(F)F)ccnc1CSc1nc2ccccc2[nH]1 returned eLon inh 4, bovine MsrA act -3, FAS TE block -3, Neddyl block inactive, PABP1 MLLE inh -84, Rin1-Abl PPI inh -2, SKN-1 inh 7, MT1-MMP act inh 9 and NRP1-CendR mod 3.
`COc1ccc2[nH]c(=O)c(CN(c3ccccc3OC)S(=O)(=O)c3ccccc3)cc2c1` gave eLon inh 14, bovine MsrA act 1, FAS TE block 16, Neddyl block inactive, PABP1 MLLE inh -2, Rin1-Abl PPI inh -1, SKN-1 inh -15, MT1-MMP act inh -7 and NRP1-CendR mod 1.
Screening O=C(COc1ccc2c(-c3ccccc3)cc(=O)oc2c1)NCc1cccs1 returned eLon inh 0, bovine MsrA act -4, FAS TE block -1, Neddyl block inactive, PABP1 MLLE inh 5, Rin1-Abl PPI inh 1, SKN-1 inh -3, MT1-MMP act inh 2 and NRP1-CendR mod -13.
Screening Cc1cc(=O)[nH]c(SCc2cccc3ccccc23)n1 returned eLon inh 7, bovine MsrA act -5, FAS TE block -4, Neddyl block inactive, PABP1 MLLE inh -2, Rin1-Abl PPI inh 5, SKN-1 inh -17, MT1-MMP act inh 0 and NRP1-CendR mod 6.
Screening CCCCCn1c(N2CCN(Cc3ccccc3)CC2)nc2c1c(=O)[nH]c(=O)n2C returned eLon inh 1, bovine MsrA act 1, FAS TE block 4, Neddyl block inactive, PABP1 MLLE inh 4, Rin1-Abl PPI inh 1, SKN-1 inh 2, MT1-MMP act inh 8 and NRP1-CendR mod -5.
For O=[N+]([O-])c1ccccc1/C=N/n1c(C(F)(F)F)n[nH]c1=S the results were eLon inh 10, bovine MsrA act 3, FAS TE block 1, Neddyl block inactive, PABP1 MLLE inh -62, Rin1-Abl PPI inh -4, SKN-1 inh 4, MT1-MMP act inh 5 and NRP1-CendR mod -5.
Screening CC(=O)N/C(=N\OCc1ccc(Br)cc1)c1nonc1NC(C)=O returned eLon inh 8, bovine MsrA act -9, FAS TE block -3, Neddyl block inactive, PABP1 MLLE inh -11, Rin1-Abl PPI inh 2, SKN-1 inh -3, MT1-MMP act inh 4 and NRP1-CendR mod 12.
Screening CCc1nc2oc3cc(OC)ccc3c(=O)c2c(=O)n1-c1ccccc1 returned eLon inh 0, bovine MsrA act -11, FAS TE block -1, Neddyl block inactive, PABP1 MLLE inh -1, Rin1-Abl PPI inh -3, SKN-1 inh -23, MT1-MMP act inh 0 and NRP1-CendR mod -10.
Screening CCCCS(=O)c1c(O)c2ccccc2[nH]c1=O (centres undefined) returned eLon inh 9, bovine MsrA act -9, FAS TE block -11, Neddyl block inactive, PABP1 MLLE inh -5, Rin1-Abl PPI inh 2, SKN-1 inh -6, MT1-MMP act inh -4 and NRP1-CendR mod 5.
